ST2 IL33 inh: blocks human ST2 binding to IL-33 | AlphaLISA ST2-Fc/biotin-IL-33 interaction, 1 h | 2.3% of 78,000 active | inhibition, % for hits at 17 µM | Q01638; in the data active = inhibition above about 30%; inconclusive = mostly about 10% to 28%
Target sequence (Q01638 whole entry, looked up): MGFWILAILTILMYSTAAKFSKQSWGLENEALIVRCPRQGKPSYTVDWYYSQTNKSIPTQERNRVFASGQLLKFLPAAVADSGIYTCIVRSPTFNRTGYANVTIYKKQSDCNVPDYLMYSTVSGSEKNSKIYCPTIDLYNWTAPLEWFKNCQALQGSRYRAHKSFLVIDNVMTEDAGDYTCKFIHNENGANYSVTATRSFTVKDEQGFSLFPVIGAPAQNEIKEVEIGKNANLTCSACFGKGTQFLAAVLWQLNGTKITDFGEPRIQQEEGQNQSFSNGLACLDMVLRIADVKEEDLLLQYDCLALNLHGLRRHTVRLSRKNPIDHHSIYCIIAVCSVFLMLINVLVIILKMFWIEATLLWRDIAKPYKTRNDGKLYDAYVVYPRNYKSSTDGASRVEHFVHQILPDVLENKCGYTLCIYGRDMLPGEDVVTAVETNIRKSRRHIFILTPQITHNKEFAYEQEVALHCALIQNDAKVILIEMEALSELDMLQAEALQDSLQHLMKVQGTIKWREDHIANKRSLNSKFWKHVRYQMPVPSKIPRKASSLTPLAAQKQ
Numbers without * were called inactive; i = inactive; ? = inconclusive.

No.	SMILES	ST2 IL33 inh
1	COc1ccc(S(=O)(=O)NC(Cc2ccc(Cl)cc2)C(=O)O)cc1 (stereo unspecified)	?
2	O=C(CCCn1nnnc1CN1CCc2ccccc2C1)N1CC2CCC1C2 (stereo unspecified)	i
3	COCCNC(=O)c1cc(Sc2nnc(C)s2)nc2ccccc12	i
4	CC1=C(C(=O)OCCc2ccccc2)C(c2ccccc2)NC(=O)N1 (stereo unspecified)	i
5	CCCCc1c(C)sc2nc(C)n3nnnc3c12	i
6	CCCC(=O)OCCN1C(=O)c2ccccc2C1=O	?
7	CCOC(=O)Cn1c(=O)n(-c2ccc(C)c(C)c2)c2nc(-c3cccc(C)c3)nc(C(N)=O)c21	i
8	COc1cccc(OC)c1OCCNCC1CSc2ccccc2O1 (stereo unspecified)	?
9	CCN(CC)C(=O)[C@@H]1C[C@H](N)CN1C(=O)c1cnc2c(c1)ncn2C	i
10	CCCNC(=O)c1ccc2c(c1)N(Cc1ccc(C)cc1)CCS2	i
11	COc1ccc(NC(=O)N[C@@H]2C=C[C@@H](c3c(C)nn(-c4ccccn4)c3C)C2)cc1	?
12	Cc1ccc(-c2noc(CCC(=O)NCCC3=CCCCC3)n2)cc1	i
13	Cc1cccc(NC(=O)CSc2nc3nc(C)cc(C)c3c(=O)[nH]2)c1	i
14	O=C(NC1CCCCC1)C1CCC(CNS(=O)(=O)c2cccc3nsnc23)CC1 (stereo unspecified)	i
15	O=C(c1cnc(-c2ccncc2)nc1)N1CCCC2(CCNCC2)CC1	i
16	Cc1cccc(Nc2nc3nonc3nc2NC(C)C)c1C	i
17	COc1ccc(S(=O)(=O)Cc2ccc(C(=O)N3CCN(c4ccccn4)CC3)o2)cc1	i
18	Cc1ccccc1NS(=O)(=O)c1ccc(CC(C)C)cc1	i
19	Cc1[nH]c2c(C)ccc(C)c2c1CC(=O)N1CC[C@H](CO)[C@H](O)C1	i
20	O=C(c1ccc(-c2ccccc2)cc1)N1C[C@@H]2C[C@H](C1)c1ccc(NS(=O)(=O)c3cccc(F)c3)c(=O)n1C2	?
21	CC1=CC(=O)C=C(C)C1=NOC(=O)c1ccc([N+](=O)[O-])cc1[N+](=O)[O-]	i
22	O=C(NCCc1ccccc1)c1nn2c(c1Cl)NC(c1ccco1)CC2C(F)(F)F (stereo unspecified)	i
23	Cn1c(=O)c2nc(-c3nc4ccccc4[nH]3)c(N)nc2n(C)c1=O	?
24	COc1ccc(OC)c(N=Cc2c(O)cc(C)c(Cl)c2C)c1	?
25	CCN(C(=O)CCN1CCOC(C(F)(F)F)C1)c1ccccc1 (stereo unspecified)	i
26	CC(=O)Nc1nc2ccccc2n1CCN1CCCC1	i
27	CCOC(=O)N1CCC(NCc2cccnc2N2CCCC(O)C2)CC1 (stereo unspecified)	?
28	O=C(c1ccc2c(c1)OCO2)N1CCN=C1SCc1ccc(Br)cc1	i
29	O=C(Cc1cccs1)NC1CC(=O)N(c2ccccc2)C1 (stereo unspecified)	i
30	COc1ccc(N2CCN(c3ncnc4sc(C(=O)N5CCCC5)c(C)c34)CC2)cc1	?
31	O=C1C[C@H]2CC[C@@H](CN1)N2C(=O)CCc1ccccc1	?
32	COC(=O)[C@@H]1C[C@@H](N(C)C)CN1C(=O)CCc1cc(Cl)no1	i
33	O=C(O)c1cccnc1CN1CCCCC1CCc1cccc(O)c1 (stereo unspecified)	i
34	CN1CCN(C(=O)CNS(=O)(=O)c2cccs2)CC1	i
35	O=C(Nc1ccc2c(c1)OCO2)c1ccc(=O)n(Cc2ccc(Cl)cc2)c1	i
36	COc1ccccc1CNc1nc(-c2nnc(-c3ccc(C)cc3)o2)nc2ccccc12	i
37	COc1ccccc1C=Nc1c(C)n(C)n(-c2ccccc2)c1=O	?
38	CSc1ncccc1C(=O)N1CCCC(C(=O)c2cccc(C(F)(F)F)c2)C1 (stereo unspecified)	i
39	NC(=O)Cn1nc2c3c(cccc3c1=O)-c1ccccc1-2	i
40	CCOC(=O)c1c(C)n(-c2ccc(OC)cc2)c2c1cc(O)c1ccccc12	i
41	Cc1ccc(C2=C/C(=C\c3cccs3)C(=O)O2)cc1C	68%*
42	COc1ccc(OC)c(C2C(C#N)=C(N)Oc3n[nH]c(-c4ccc5ccccc5c4)c32)c1 (stereo unspecified)	i
43	COc1ccccc1NC(C)=O	i
44	CCCCN(CCCC)S(=O)(=O)c1ccc(C(=O)Nc2nnc(-c3ccc(F)cc3)o2)cc1	i
45	Cc1ccc(C2=N/C(=C\c3ccccc3F)C(=O)O2)cc1[N+](=O)[O-]	?
46	CC(=O)Nc1cccc2c1sc1nc3n(c(=O)c12)CCCCC3	i
47	CC(C)NS(=O)(=O)c1ccc(Br)s1	i
48	CCCCN(Cc1ccco1)C(=O)C(C)c1ccccc1 (stereo unspecified)	?
49	CC(=O)NCC1CCCN(Cc2cnc(S(C)(=O)=O)n2CC(C)C)C1 (stereo unspecified)	?
50	O=C(Cc1cccs1)N1CCC(Cc2ccccc2)CC1	i

The results go on:
No.	SMILES	ST2 IL33 inh
51	CCCCC(=O)N1C2=C(C(=O)c3ccccc32)C(c2ccccc2)c2c1n(C)c(=O)n(C)c2=O (stereo unspecified)	i
52	O=C(CSc1nc2c(c(=O)n1-c1ccccc1)SCC2)c1ccc(Cl)cc1	?
53	O=C(NC1CCN(Cc2cc(F)cc(F)c2)CC1)C1CC2(CCNCC2)CN1 (stereo unspecified)	i
54	Cc1cccc(-c2cc(N3CCN(S(=O)(=O)c4ccc(F)cc4)CC3)ncn2)c1	i
55	Cc1cc(/C=C2\NC(=O)N(Cc3ccc(Cl)cc3)C2=O)c(C)n1-c1ccc(C#N)cc1	i
56	CC1(C)CC[C@]2(C(=O)O)CC[C@]3(C)C(=CCC4[C@@]5(C)CC[C@H](O)C(C)(C)C5CC[C@]43C)C2C1 (stereo partly specified)	i
57	CN(Cc1ccccc1)C(=O)Cn1cnc2c1c(=O)n(C)c(=O)n2C	i
58	CCn1nc(C)c(NC(=O)CN2CCC2c2cccc(OC)c2)c1C (stereo unspecified)	i
59	Cc1cc2ccccc2n1CCNC(=O)C1CCCCC1	?
60	O=C(O)CCC(=O)N1CC[C@H](c2nc3ccccc3s2)C1	i
61	CCOc1ccc(C2=Nn3c(nnc3C(F)(F)F)SC2)cc1	?
62	CCN(Cc1ccncc1)C(=O)C(CO)c1ccccc1 (stereo unspecified)	i
63	COc1ccc(NC(=O)CSc2ncccn2)cc1	i
64	OC1(c2cccc(C(F)(F)F)c2)CCN(CC2CCOC2)CC1 (stereo unspecified)	i
65	Oc1ccc(O)c(C2C[C@@H]3CC[C@H]2C3)c1 (stereo partly specified)	?
66	CCOc1cc(/C=c2\sc3nc4cc(C)c(C)cc4n3c2=O)ccc1OCC(N)=O	?
67	COc1cccc(-c2cc(C(F)(F)F)nc(-n3cccn3)n2)c1	?
68	CC1=C(C(=O)OC(C)(C)C)C(c2cccc(F)c2)C(C#N)=C(N)O1 (stereo unspecified)	?
69	O=C(CCC1CCCN(C(=O)Cc2cccs2)C1)N1CCN(Cc2ccccc2)CC1 (stereo unspecified)	?
70	COc1cccc2cc(-c3nc(-c4ccc(C)cc4)cs3)c(=O)oc12	i
71	C=CCOc1ccccc1/C=C1/C(=O)N(c2ccc(Br)cc2)N=C1C	?
72	Cc1nn(C(=O)COc2ccccc2)c(C)c1Sc1ccc(Cl)cc1	i
73	Cc1ccc(F)c(NC(=O)CCC(=O)NCCN(C)S(C)(=O)=O)c1	?
74	COc1ccc2cc3cc(C(=O)N4CC(C)CC(C)C4)oc3nc2c1 (stereo unspecified)	?
75	Cc1cc(OCC(=O)Nc2sc3c(c2C(N)=O)CCCC3)ccc1C(C)C	i
76	Cc1ncsc1CCN(C)C(=O)[C@H]1Cc2ccccc2CN1	i
77	O=C(Cc1nnc(NC(=O)c2ccco2)s1)NCc1ccccc1	i
78	COc1c(Br)cc(Br)cc1/C=C1\C(=O)N(c2ccccc2)N=C1C	i
79	CC12CN3CC(C)(CN(C1)C3c1ccc([N+](=O)[O-])cc1)C2=O (stereo unspecified)	i
80	O=C(c1cccc(O)c1)N1N=C(c2ccc(Cl)cc2)CC1(O)C(F)(F)F (stereo unspecified)	i
81	Cc1ccc(C)c(OCC(O)CN2CCN(c3ccccc3F)CC2)c1 (stereo unspecified)	?
82	COc1ccc(OC)c(NS(=O)(=O)c2ccc3c(c2)c(=O)n(C)c(=O)n3C)c1	i
83	O=C(CN1CCN(Cc2ccc(F)cc2)C1=O)NCCc1ccc(Cl)cc1	i
84	Clc1ccc(-c2ncnn2-c2ccc(Br)nc2)c(Cl)c1	i
85	O=C(NCCOc1ccccc1Cl)c1ccc2ccccc2n1	i
86	CC(=O)NCC1CCCN(C(=O)CN2CC3(CCCC3)CC2=O)C1 (stereo unspecified)	?
87	Cn1nc(C(=O)N2CCNC(=O)C2CCO)c2ccccc21 (stereo unspecified)	?
88	O=C(CCC(=O)N1C[C@@H]2CC[C@H]1C2)NC1CCCCCCC1	i
89	Cc1n[nH]c(C)c1CCCNC1CCN(c2ccc3c(c2)OCO3)CC1	i
90	CCOc1ccc(N2C(=O)/C(=C\c3ccccc3OC)N=C2c2ccc(OC)c(OC)c2)cc1	39%*
91	C=CCC(N)(CC=C)C1=C[C@H](CC(=C)C)N[C@@H](CC(=C)C)C1	i
92	O=C1c2ccccc2C(=O)N1c1cccc(-c2csc(=Nc3ccccc3)n2CCO)c1	48%*
93	O=C1[C@@H]2C3c4ccccc4C(Br)(c4ccccc43)[C@@H]2C(=O)N1c1ccc([N+](=O)[O-])cc1	34%*
94	CCc1cnc(N2CCn3nc(C(=O)NCc4ccccn4)cc3C2)nc1	i
95	Cc1ccc(C(=O)O)cc1NS(=O)(=O)c1cccc2nsnc12	i
96	Cc1ccc(OCCn2cnc3ccccc3c2=O)c(Br)c1	i
97	Cc1nc(CN2CC(OCc3ccncc3)CN(Cc3cnn(C)c3)CC2=O)cs1 (stereo unspecified)	i
98	CC(=O)Nc1nnc(SCc2ccc(F)cc2)s1	i
99	COc1ccc2nc(SCC(=O)N3c4ccccc4C(C)=CC3(C)C)nc(C)c2c1	i
100	NC(=O)c1ccc(NC(=O)C2CCCCC2)cc1	i

Given with each value named: part of the list above
[82] COc1ccc(OC)c(NS(=O)(=O)c2ccc3c(c2)c(=O)n(C)c(=O)n3C)c1
  ST2 IL33 inh: i

[83] O=C(CN1CCN(Cc2ccc(F)cc2)C1=O)NCCc1ccc(Cl)cc1
  ST2 IL33 inh: i

[84] Clc1ccc(-c2ncnn2-c2ccc(Br)nc2)c(Cl)c1
  ST2 IL33 inh: i

[85] O=C(NCCOc1ccccc1Cl)c1ccc2ccccc2n1
  ST2 IL33 inh: i

Carrying on:
No.	SMILES	ST2 IL33 inh
101	COc1ccc(Cl)cc1NC(=O)CCC1CCCN(C(=O)c2csc(C)n2)C1 (stereo unspecified)	i
102	COc1ccc(S(=O)(=O)N2CCC(C(=O)O)CC2)cc1[N+](=O)[O-]	i
103	COc1cc(C2CC(=O)N(CC(=O)c3ccccc3)c3ccccc3S2)cc(OC)c1OC (stereo unspecified)	?
104	CSc1cccc(NC(=O)CS(=O)(=O)c2cccc3nsnc23)c1	i
105	COc1ccc(-c2noc(CCC(=O)NCc3ccc(OC)cc3OC)n2)cc1	i
106	Cc1ccsc1C1Nc2ccccc2NC2=C1C(=O)CC(C)(C)C2 (stereo unspecified)	i
107	O=C(CCN1CCC(OCc2cccnc2)CC1)NC1CCCCCC1	i
108	O=C(NCc1cccnc1)c1cc(S(=O)(=O)N2CCCCC2)ccc1Cl	i
109	Cc1ccn2c(NC3CCCCC3)c(-c3ccc(C)o3)nc2c1	?
110	COc1ccccc1CNc1ncnc2nc[nH]c12	?
111	Cn1c(SCc2ccc(Br)cc2)nnc1-c1ccccc1O	?
112	CCOc1ccc(NC(=O)CSc2nc3c(c(=O)n2-c2ccc(Cl)cc2)SCC3)cc1	i
113	CCc1cn[nH]c1C1CCCN(C(=O)c2cnc(-c3cccnc3)nc2)C1 (stereo unspecified)	?
114	O=c1/c(=C/c2ccco2)sc2nnc(-c3ccccc3Cl)n12	?
115	COc1ccc(N2C(=O)CCC(C(=O)N3CCCC3)C2c2ccc(F)cc2)cc1 (stereo unspecified)	?
116	CN(CCc1ccccn1)Cc1cnc2c(-c3ccccc3)cnn2c1	?
117	COc1ccc(/C(N)=N\OC(=O)c2ccc(C)c(C)c2)cc1OC	i
118	CC(C)C(C(=O)N1CCCCC1)N1C(=O)c2ccccc2C1=O (stereo unspecified)	?
119	O=C(CSc1nc2ccccc2s1)Nc1nc2ccc([N+](=O)[O-])cc2s1	i
120	COc1cc2ncn(C)c2cc1OC	i
121	Cc1cc(C(=O)N(CC2CCN(Cc3ccccc3F)CC2)CC2CCCO2)c(C)o1 (stereo unspecified)	i
122	c1cnc(-c2cc(NC3CCNCC3)nc3[nH]ccc23)nc1	41%*
123	Cc1cc(NC(=O)c2ccc(Br)o2)nc2c1c(=O)oc1ccccc12	i
124	Cc1cc(C)nc(SCC(=O)Nc2ccc(OC(F)(F)Cl)cc2)n1	i
125	c1ccc(SCCN2CCN(c3ccccc3)CC2)cc1	?
126	COc1ccc2nc(N3CCCC(C(=O)NCCCN4CCN(C)CC4)C3)sc2c1 (stereo unspecified)	i
127	CN1CCN(Cc2cn(-c3ccccc3)nc2-c2ccncc2)CC1C(=O)O (stereo unspecified)	?

Exported with each value named: three of the compounds above.
93) O=C1[C@@H]2C3c4ccccc4C(Br)(c4ccccc43)[C@@H]2C(=O)N1c1ccc([N+](=O)[O-])cc1
  ST2 IL33 inh = 34%*

28) O=C(c1ccc2c(c1)OCO2)N1CCN=C1SCc1ccc(Br)cc1
  ST2 IL33 inh = i

65) Oc1ccc(O)c(C2C[C@@H]3CC[C@H]2C3)c1 (stereo partly specified)
  ST2 IL33 inh = ?

A portion of the library; the hit share may differ from the screen's.
